EphB4 antag = blocks human EphB4 binding to ephrin-B2. EphB4 LBD / TNYL-RAW-Alexa532 peptide, fluorescence polarization. inhibition, % at 7 µM. 97,000 tested, 0.15% active;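 active means inhibition above the screen-wide mean inhibition plus 3 SD, cut at about 15% in these data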;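 further: 0% = DMSO wells and 100% = excess unlabeled TNYL-RAW peptide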
CYP2C9 inhib = blocks human cytochrome P450 2C9; P11712; CYP2C9 Supersomes, luciferin-H conversion, luminescence; inhibition, % at 5 µM; 96,000 tested, 20% active; AID 777;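 active means blocking of liver enzyme CYP2C9 beyond about 50% at 5 µM, limit read from the data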; further: values of inactives mirror those of a sister screen read the other way
Target sequence (P11712 whole entry, looked up): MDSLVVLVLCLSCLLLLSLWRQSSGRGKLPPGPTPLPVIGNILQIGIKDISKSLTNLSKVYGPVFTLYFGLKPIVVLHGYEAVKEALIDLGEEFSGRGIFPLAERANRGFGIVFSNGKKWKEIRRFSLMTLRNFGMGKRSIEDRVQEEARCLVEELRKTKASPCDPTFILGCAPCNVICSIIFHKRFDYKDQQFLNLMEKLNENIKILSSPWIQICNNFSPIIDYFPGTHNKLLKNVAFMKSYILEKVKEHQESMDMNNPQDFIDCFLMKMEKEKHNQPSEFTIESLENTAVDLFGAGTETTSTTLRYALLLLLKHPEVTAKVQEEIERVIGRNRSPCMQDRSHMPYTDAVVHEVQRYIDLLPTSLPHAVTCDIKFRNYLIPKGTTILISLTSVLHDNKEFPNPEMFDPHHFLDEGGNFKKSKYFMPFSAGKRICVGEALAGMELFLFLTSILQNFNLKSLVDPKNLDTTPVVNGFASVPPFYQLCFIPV
PLK1 inh = inhibitors of human PLK1 kinase. recombinant PLK1 kinase, TR-FRET peptide phosphorylation. inhibition, % at 10 µM. P53350. 97,000 tested, 0.53% active;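 active means inhibition of 50% or more in the single-concentration screen; inactive means inhibition below 50%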;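 further: 0% = DMSO max control and 100% = H-89 dihydrochloride min control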
CYP2C9 act = increases human cytochrome P450 2C9 activity; P11712; recombinant CYP2C9, luciferin-H conversion, luminescence; hits give high values; factor 1 = untreated enzyme, 0 = blocked; activation factor at 5 µM; 96,000 tested, 1.4% active;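 active means activation factor of 2 or more for CYP2C9 at a 5 µM dose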;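 further: 0 = sulfaphenazole-blocked wells and 1 = vehicle-only wells; values of inactives mirror those of a sister screen read the other way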
Rev-RRE block = inhibitors of HIV-1 Rev-RRE RNA interaction. inhibition, % at 8 µM. AID 704. Rev peptide-RRE RNA binding, FRET. 97,000 tested, 0.79% active. P05866;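 active means inhibition above the screen-wide mean plus 3 SD, cut at about 35% in these data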;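 further: 0% = median DMSO wells and 100% = median Neomycin B control wells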
Target sequence (P05866 whole entry, looked up): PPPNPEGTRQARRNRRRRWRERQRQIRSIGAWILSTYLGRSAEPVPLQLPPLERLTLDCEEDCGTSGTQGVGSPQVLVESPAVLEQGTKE
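Test system: Cy5-tagged RRE RNA duplex with fluorescein-tagged Rev peptide; Probe or stimulus: labelled Rev peptide; Schedule: 5 min preincubation and 15 min binding, 25 °C; Signal: FRET fluorescence readout; Evaluation: % inhibition from 671/540 nm acceptor-to-donor ratio, scaled between controls; Control set: DMSO and neomycin B.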
Plk1 PBD FP = Plk1 (human) PBD binding inhibition; AID 693; 97,000 tested, 0.13% active; Plk1 PBD phosphopeptide binding, fluorescence polarization; P53350; inhibition, %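 (tested at about 20 µM)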; in the data active means inhibition above about 34%, passing the limit was not always enough
CYP2C19 inh = human CYP2C19 inhibition | inhibition, % at 5 µM | 96,000 tested, 21% active | CYP2C19 Supersomes, luciferin-H EGE luminescence, 30 min | P33261;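 active means CYP2C19 inhibition above a set limit at 5 µM in the primary screen, cut at about 50% in these data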;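 further: plate controls were negative control wells for no effect and 2.5 mM tranylcypromine positive control for full effect; values of inactives mirror those of a sister screen read the other way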
Target sequence (P33261 whole entry, looked up): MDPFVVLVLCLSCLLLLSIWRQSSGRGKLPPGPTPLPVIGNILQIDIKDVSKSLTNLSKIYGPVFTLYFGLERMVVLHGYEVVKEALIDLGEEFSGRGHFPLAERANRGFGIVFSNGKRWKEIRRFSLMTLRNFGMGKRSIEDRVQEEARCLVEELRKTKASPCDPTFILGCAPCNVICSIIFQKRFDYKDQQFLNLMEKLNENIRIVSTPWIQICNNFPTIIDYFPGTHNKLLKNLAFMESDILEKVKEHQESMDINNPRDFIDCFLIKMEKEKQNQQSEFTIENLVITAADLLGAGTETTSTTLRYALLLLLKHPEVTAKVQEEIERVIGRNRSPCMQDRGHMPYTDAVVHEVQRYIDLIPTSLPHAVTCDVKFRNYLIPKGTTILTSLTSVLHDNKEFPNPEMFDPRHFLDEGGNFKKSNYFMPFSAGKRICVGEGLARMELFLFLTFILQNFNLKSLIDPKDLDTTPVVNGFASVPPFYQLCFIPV
CYP2C19 activ = cytochrome P450 2C19 (human) activation; P33261; recombinant CYP2C19, luciferin-H EGE luminescence; hits give high values; 0 = fully inhibited enzyme, 1 = untreated enzyme; activation factor at 5 µM; 96,000 tested, under 10 active; AID 1025;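 active means activation factor of at least 2 at 5 µM in the primary screen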;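 further: 0 = wells with 2.5 mM tranylcypromine and 1 = vehicle-only wells; values of inactives mirror those of a sister screen read the other way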
PLAP act = human PLAP activation | 96,000 tested, 1.2% active | purified PLAP enzyme, luminescent substrate read-out; hits give high values | activation fold at 20 µM; in the data active means activation fold above about 2
Active calls of the source: *.

For CCc1ccc(NC(=O)N(CCCOC(C)C)C2CCN(C(C)=O)CC2)cc1 the results were EphB4 antag -3.7, CYP2C9 inhib 15.5, PLK1 inh 6.9, CYP2C9 act 0.8, Rev-RRE block 0.4, Plk1 PBD FP 39.7, CYP2C19 inh 0.1, CYP2C19 activ 1 and PLAP act 1.3.
For O=C(Cc1cn2ccsc2n1)Nc1cccc2cnccc12 the results were EphB4 antag -4.8, CYP2C9 inhib 17.1, PLK1 inh 41.9, CYP2C9 act 0.8, Rev-RRE block 6.7, Plk1 PBD FP -17.3, CYP2C19 inh 12.0, CYP2C19 activ 0.9 and PLAP act 1.
For O=C(Nc1ccccc1N1CCN(c2ccccc2)CC1)C12CC3CC(CC(C3)C1)C2 the results were EphB4 antag 9.5, PLK1 inh -0.7, Rev-RRE block 7.0 and Plk1 PBD FP 1.5.
For Cc1cc(N2CCOCC2)n2ncc(-c3ccccc3)c2n1 the results were EphB4 antag 0.3, CYP2C9 inhib 40.8, PLK1 inh -13.3, CYP2C9 act 0.6, Rev-RRE block 0.1, Plk1 PBD FP -3.4, CYP2C19 inh -15.1, CYP2C19 activ 1.2 and PLAP act 1.5.
Screening COc1ccccc1OCC(O)Cn1c(Br)nc2c1c(=O)[nH]c(=O)n2C (stereo unspecified) returned EphB4 antag -2.5, CYP2C9 inhib -4.2, PLK1 inh -5.2, CYP2C9 act 1, Rev-RRE block -1.2, Plk1 PBD FP -8.7, CYP2C19 inh -11.6, CYP2C19 activ 1.1 and PLAP act 0.9.
Screening Cc1ccccc1OCCn1cnc2c(N)ncnc21 returned EphB4 antag 3.3, PLK1 inh 19.8, Rev-RRE block 3.1 and Plk1 PBD FP -23.3.
`COc1ccc(S(=O)(=O)NCC(c2cccnc2)N2CCN(C)CC2)cc1C` (stereo unspecified) gave EphB4 antag 9.5, PLK1 inh -19.0, Rev-RRE block 5.0 and Plk1 PBD FP 27.2.
CCOc1ccc(S(=O)(=O)N2CCN(S(=O)(=O)c3ccc(OCC)cc3)C(C)C2)cc1 (stereo unspecified) was read as CYP2C9 inhib 21.8, CYP2C9 act 0.8, CYP2C19 inh 19.3, CYP2C19 activ 0.8 and PLAP act 0.8.
Cc1ccc2nc(SCC(=O)N3CCCC3)[nH]c2c1 was read as EphB4 antag 5.7, CYP2C9 inhib -17.6, PLK1 inh -2.5, CYP2C9 act 1.2, Rev-RRE block 5.3, Plk1 PBD FP 6.6, CYP2C19 inh 16.8, CYP2C19 activ 0.8 and PLAP act 1.
O=C(Cn1ncc(Cl)c(Cl)c1=O)c1ccc(Cl)cc1 was read as EphB4 antag -1.6, PLK1 inh -2.1, Rev-RRE block 6.3 and Plk1 PBD FP 0.1.
C[N+]1(CCN2C(=O)C3CC=C(Cl)CC3C2=O)CCOCC1 (stereo unspecified) was read as EphB4 antag 1.6, CYP2C9 inhib 1.2, PLK1 inh -10.8, CYP2C9 act 1, Rev-RRE block 5.6, Plk1 PBD FP 17.8, CYP2C19 inh -0.6, CYP2C19 activ 1 and PLAP act 1.
For COc1ccc(N2CC(O)=C(c3n(C)c4ccccc4[n+]3C)C2=N)cc1 the results were EphB4 antag 4.5, CYP2C9 inhib -11.2, PLK1 inh -8.3, CYP2C9 act 1.1, Rev-RRE block 1.4, Plk1 PBD FP -14.1, CYP2C19 inh -13.0, CYP2C19 activ 1.1 and PLAP act 0.9.
COc1ccc(NC(=O)CC(C)C)c(OC)c1 was read as EphB4 antag 2.3, CYP2C9 inhib 6.4, PLK1 inh 4.2, CYP2C9 act 0.9, Rev-RRE block 4.2, Plk1 PBD FP 4.7, CYP2C19 inh 43.9, CYP2C19 activ 0.6 and PLAP act 0.8.
Screening Cc1ccccc1Cn1c(CN2CCc3ccccc3C2)nc2c1c(=O)n(C)c(=O)n2C returned EphB4 antag 4.1, PLK1 inh -9.9, Rev-RRE block 4.7 and Plk1 PBD FP -4.9.
Screening CC(C)(C)NC(=O)C1CCN(S(=O)(=O)c2ccc(Br)cc2)CC1 returned EphB4 antag 1.6, CYP2C9 inhib -18.3, PLK1 inh -18.7, CYP2C9 act 1.2, Rev-RRE block 0.1, Plk1 PBD FP 15.5, CYP2C19 inh 13.4, CYP2C19 activ 0.9 and PLAP act 0.8.
For CCn1c(=O)c(C2=NS(=O)(=O)c3ccccc3N2)c(O)c2ccccc21 the results were CYP2C9 inhib 60.6*, CYP2C9 act 0.4, CYP2C19 inh -19.3, CYP2C19 activ 1.2 and PLAP act 1.
For CCCCCOP(=O)(OCCCCC)C1(NS(=O)(=O)c2ccccc2)C=CC(=O)c2ccccc21 (stereo unspecified) the results were EphB4 antag 10.0, CYP2C9 inhib 56.1*, PLK1 inh -6.6, CYP2C9 act 0.4, Rev-RRE block 3.7, Plk1 PBD FP -1.2, CYP2C19 inh 7.8, CYP2C19 activ 0.9 and PLAP act 1.1.
CCCCOc1ccccc1C1C(C(=O)OC)=C(C)N(C)C(C)=C1C(=O)OC was read as EphB4 antag -7.8, PLK1 inh -2.7, Rev-RRE block -2.7 and Plk1 PBD FP 2.9.
`COCCOC(=O)C1=C(C)N=C2SCCC(=O)N2C1c1cccc(Br)c1` (stereo unspecified) gave CYP2C9 inhib 46.7, CYP2C9 act 0.5, CYP2C19 inh 30.0, CYP2C19 activ 0.7 and PLAP act 0.9.
Screening C=C(C)COc1ccc2c(C)c(CC(=O)OC)c(=O)oc2c1C returned EphB4 antag 9.2, CYP2C9 inhib 40.4, PLK1 inh -4.2, CYP2C9 act 0.6, Rev-RRE block 4.2, Plk1 PBD FP -26.7, CYP2C19 inh 43.7, CYP2C19 activ 0.6 and PLAP act 0.9.
Cc1cccc(C)c1NC(=O)Cn1c(CN2CCCCC2)nc2ccccc2c1=O was read as EphB4 antag 3.3, PLK1 inh -11.3, Rev-RRE block -0.1 and Plk1 PBD FP -4.4.
Screening O=C(CNC(=O)c1ccco1)OCc1c(F)cccc1Cl returned EphB4 antag -3.5, CYP2C9 inhib 11.8, PLK1 inh 1.5, CYP2C9 act 0.9, Rev-RRE block 2.9, Plk1 PBD FP -5.9, CYP2C19 inh 28.4, CYP2C19 activ 0.7 and PLAP act 1.
For c1cn(CC2(Cn3ccnc3)COC2)cn1 the results were EphB4 antag 11.0, CYP2C9 inhib -3.0, PLK1 inh -8.5, CYP2C9 act 1, Rev-RRE block 10.8, Plk1 PBD FP 0.0, CYP2C19 inh -13.8, CYP2C19 activ 1.1 and PLAP act 0.9.
C=CCNC(=O)c1onc(CSc2ccc(Cl)cc2)c1C(=O)O was read as EphB4 antag 1.1, CYP2C9 inhib 73.4*, PLK1 inh -15.8, CYP2C9 act 0.3, Rev-RRE block 4.9, Plk1 PBD FP -15.3, CYP2C19 inh 24.2, CYP2C19 activ 0.8 and PLAP act 1.1.
`COc1ccc(C2C(C(C)=O)=C(O)C(=O)N2c2cccnc2)c(OC)c1` (stereo unspecified) gave EphB4 antag 0.1, CYP2C9 inhib 24.2, PLK1 inh -4.4, CYP2C9 act 0.8, Rev-RRE block 5.0, Plk1 PBD FP -6.4, CYP2C19 inh 8.9, CYP2C19 activ 0.9 and PLAP act 0.9.
`CC1CCN(Cc2cnc(Cl)s2)CC1` gave EphB4 antag -1.1, CYP2C9 inhib 20.9, PLK1 inh -7.9, CYP2C9 act 0.8, Rev-RRE block 8.9, Plk1 PBD FP -11.5, CYP2C19 inh 38.8, CYP2C19 activ 0.6 and PLAP act 1.
`O=C(O)Cn1ncc2c1-c1ccoc1CC2` gave EphB4 antag -4.1, CYP2C9 inhib -6.4, PLK1 inh -11.6, CYP2C9 act 1.1, Rev-RRE block 1.2, Plk1 PBD FP 26.4, CYP2C19 inh -18.7, CYP2C19 activ 1.2 and PLAP act 1.
Screening O=C(Nc1ccncc1)c1cccc(F)c1 returned EphB4 antag 0.9, CYP2C9 inhib 23.4, PLK1 inh 19.0, CYP2C9 act 0.8, Rev-RRE block 2.6, Plk1 PBD FP 2.7, CYP2C19 inh 56.2*, CYP2C19 activ 0.4 and PLAP act 0.8.
For Cc1ccc(C(=O)N2CCC(C(N)=O)CC2)cc1C the results were EphB4 antag -5.0, CYP2C9 inhib -33.9, PLK1 inh -9.5, CYP2C9 act 1.3, Rev-RRE block 5.2, Plk1 PBD FP 2.0, CYP2C19 inh -1.1, CYP2C19 activ 1 and PLAP act 1.
CCOC(=O)N1CCC(N(CCOC)C(=O)Nc2ccc(Cl)cc2)CC1 was read as CYP2C9 inhib 30.7, CYP2C9 act 0.7, CYP2C19 inh 40.4, CYP2C19 activ 0.6 and PLAP act 1.3.
COc1ccc(CN2CCNC(=O)C2CC(=O)O)c(OC)c1 (stereo unspecified) was read as EphB4 antag 3.1, CYP2C9 inhib 26.2, PLK1 inh -4.2, CYP2C9 act 0.7, Rev-RRE block 8.0, Plk1 PBD FP -39.0, CYP2C19 inh -11.0, CYP2C19 activ 1.1 and PLAP act 1.4.
For O=C(NCCSc1ccccc1)c1ccccc1 the results were EphB4 antag -2.7, CYP2C9 inhib 45.4, PLK1 inh -8.2, CYP2C9 act 0.5, Rev-RRE block 5.8, Plk1 PBD FP 1.3, CYP2C19 inh 84.3*, CYP2C19 activ 0.2 and PLAP act 1.1.
COc1ccc(-c2noc(CN(C(=O)c3cccs3)C(C)C)n2)cc1 was read as EphB4 antag 3.8, CYP2C9 inhib 68.1*, PLK1 inh -8.2, CYP2C9 act 0.3, Rev-RRE block 7.7, Plk1 PBD FP -14.6, CYP2C19 inh 34.3, CYP2C19 activ 0.7 and PLAP act 1.
Screening Cc1cc(=O)[nH]c(SCc2nnc(-c3ccccc3)o2)n1 returned EphB4 antag -5.4, CYP2C9 inhib -5.2, PLK1 inh -5.0, CYP2C9 act 1.1, Rev-RRE block 5.2, Plk1 PBD FP -1.3, CYP2C19 inh 0.1, CYP2C19 activ 1 and PLAP act 1.
`CCOc1ccc(C(=O)CCc2nc3ccccc3s2)cc1` gave EphB4 antag -3.5, CYP2C9 inhib 90.7*, PLK1 inh -14.9, CYP2C9 act 0.1, Rev-RRE block 8.9, Plk1 PBD FP 3.6, CYP2C19 inh 56.4*, CYP2C19 activ 0.4 and PLAP act 1.2.
For Cc1cc(C)c2c(=O)[nH]c(SCC(=O)NCc3ccccc3)nc2n1 the results were EphB4 antag 3.3, CYP2C9 inhib 29.6, PLK1 inh 49.6, CYP2C9 act 0.7, Rev-RRE block 2.3, Plk1 PBD FP 0.5, CYP2C19 inh 34.2, CYP2C19 activ 0.7 and PLAP act 0.9.
COCCNC(=O)CN1C(=O)CC(C)(C)S(=O)(=O)c2ccccc21 was read as EphB4 antag 5.1, CYP2C9 inhib -0.1, PLK1 inh -3.6, CYP2C9 act 1, Rev-RRE block 5.6, Plk1 PBD FP 26.1, CYP2C19 inh -12.0, CYP2C19 activ 1.1 and PLAP act 1.
O=C(CCOc1ccccc1)Nc1ccc(S(=O)(=O)N2CCCC2)cc1 was read as EphB4 antag 3.1, CYP2C9 inhib 85.8*, PLK1 inh -4.5, CYP2C9 act 0.1, Rev-RRE block 9.9, Plk1 PBD FP 8.5, CYP2C19 inh 50.0*, CYP2C19 activ 0.5 and PLAP act 1.
For Cn1c(=O)oc2cc(S(=O)(=O)N3CCN(c4cccc(Cl)c4)CC3)ccc21 the results were CYP2C9 inhib -3.0, CYP2C9 act 1, CYP2C19 inh 12.7, CYP2C19 activ 0.9 and PLAP act 0.9.

Screens from PubChem BioAssay.
